CHRM1 antagonist – human CHRM1 antagonism; P11229; CHO-K1 hM1, Fluo-8 calcium fluorescence, ACh EC80 antagonist; inhibition, % at 3 µM; 360,000 tested, 1.3% active;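 active = percent inhibition above its own plate's cutoff, namely the mean of that plate's compound wells plus 3 SD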;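 note: peak over basal fluorescence ratio during 140 s after agonist addition; 0% = ACh EC80 plus DMSO and 100% = DMSO alone without agonist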
Target sequence (P11229 whole entry, looked up): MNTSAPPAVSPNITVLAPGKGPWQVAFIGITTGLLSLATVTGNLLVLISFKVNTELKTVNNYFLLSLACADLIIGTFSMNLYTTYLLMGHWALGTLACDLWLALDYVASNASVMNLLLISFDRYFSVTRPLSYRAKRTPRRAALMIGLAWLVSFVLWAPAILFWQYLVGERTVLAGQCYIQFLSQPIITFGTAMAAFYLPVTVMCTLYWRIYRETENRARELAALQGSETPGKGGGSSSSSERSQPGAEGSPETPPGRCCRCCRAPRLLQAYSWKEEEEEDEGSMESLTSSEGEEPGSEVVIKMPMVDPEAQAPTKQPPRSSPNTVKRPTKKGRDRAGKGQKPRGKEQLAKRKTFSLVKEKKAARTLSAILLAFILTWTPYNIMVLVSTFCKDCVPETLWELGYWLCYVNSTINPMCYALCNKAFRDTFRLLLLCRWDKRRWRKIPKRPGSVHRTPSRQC
CHRM1 PAM – positive allosteric modulators of human M1 muscarinic receptor | P11229 | CHO-K1 hM1, Fluo-8 calcium fluorescence, ACh EC20; 0% = ACh EC20, 100% = maximal ACh | activation, % at 3 µM | 360,000 tested, 0.088% active | AID 588819; in the data active = activation above about 19%, passing the limit was not always enough
M5 ag – CHRM5 agonism in calcium assay; 360,000 tested, 0.19% active; CHO-K1 hM5 cells, Fluo-8 calcium fluorescence; 0% DMSO wells, 100% maximal acetylcholine response; activation, % at 3 µM; AID 624037;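 active = activation above the run's mean over test compounds plus 3 SD, cut at about 23% in these data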;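 note: signal is peak over basal fluorescence ratio across the kinetic read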
M5 PAM – potentiates acetylcholine response at human M5 receptor; CHO-K1 hM5, Fluo-8 calcium, ACh EC20 PAM; 0% = ACh EC20, 100% = ACh EC100; activation, % at 3 µM; 360,000 tested, 0.3% active; AID 624038;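 active = activation above the run cutoff, the mean activation of all test compounds plus 3 SD, cut at about 18% in these data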
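system = human M5 receptor in CHO-K1 cells | compound = one concentration, 3 µM final (nominal) | schedule = Post-acetylcholine fluorescence recording 140 s | signal = Fluo-8 calcium dye fluorescence, kinetic read | benchmarks = low control EC20 acetylcholine (0%), high control EC100 acetylcholine (100%) | repeats = singlicate, one well per test compound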
M1 ag – human M1 muscarinic receptor agonism; CHO-K1 hM1, Fluo-8 calcium fluorescence, agonist mode; 0% DMSO, 100% acetylcholine EC100; 360,000 tested, 0.33% active; P11229; activation, % at 3 µM;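 active = activation above the run's mean compound activation plus 3 SD, cut at about 16% in these data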;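 note: peak over basal fluorescence ratio within a 140 s kinetic read after compound addition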
TAAR1 ag – agonists of human TAAR1. activation, % at 3 µM. CHO RD-HGA16 TAAR1, Fluo-8 calcium fluorescence; vehicle wells 0%, saturating PEA agonist 100%. AID 624467. 360,000 tested, 0.99% active;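 active = activation above the mean activation of all test compounds in the run plus 3 SD, cut at about 38% in these data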
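System: CHO-derived RD-HGA16 cells with stable Gα16 and human TAAR1 / Times: 17-24 h plating, Fluo-8 75 min 37 °C, 30 min RT / Technique: calcium-sensitive Fluo-8 signal, excitation 470-495, emission 515-575 nm / Measure: % activation relative to PEA EC100 response / Benchmarks: DMSO and PEA EC100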
M4 antag – blocks acetylcholine activation of human M4 receptor | inhibition, % at 3 µM | 360,000 tested, 0.73% active | CHO-hM4 cells, ACh EC80, Fluo-8 calcium fluorescence;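 active = inhibition above its plate's cutoff, the mean inhibition of sample wells plus 3 SD, cut at about 27% in these data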;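 note: 0% = acetylcholine EC80 with DMSO and 100% = DMSO without agonist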
Target sequence (P08173 whole entry, looked up): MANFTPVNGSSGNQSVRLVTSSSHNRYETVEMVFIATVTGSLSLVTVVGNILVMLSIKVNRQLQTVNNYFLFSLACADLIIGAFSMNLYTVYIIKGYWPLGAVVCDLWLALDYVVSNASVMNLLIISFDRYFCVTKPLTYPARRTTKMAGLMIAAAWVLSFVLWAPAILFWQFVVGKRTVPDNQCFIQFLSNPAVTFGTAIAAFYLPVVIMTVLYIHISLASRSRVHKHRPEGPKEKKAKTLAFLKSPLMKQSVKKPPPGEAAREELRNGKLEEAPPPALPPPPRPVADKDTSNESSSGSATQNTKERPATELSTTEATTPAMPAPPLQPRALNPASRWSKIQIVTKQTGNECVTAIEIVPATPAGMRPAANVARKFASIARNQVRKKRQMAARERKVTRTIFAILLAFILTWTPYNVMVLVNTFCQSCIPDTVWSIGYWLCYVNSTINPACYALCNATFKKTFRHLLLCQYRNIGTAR
CHRM4 agonist – CHRM4 agonism in calcium assay. P08173. CHO-K1 hM4/Gqi5, Fluo-8 calcium fluorescence; vehicle 0%, full acetylcholine response 100%. activation, % at 3 µM. 360,000 tested, 0.14% active;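 active = activation above the run mean over all test wells plus 3 SD, cut at about 32% in these data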;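 note: peak over basal fluorescence ratio per well then scaled between controls; 0% = DMSO wells and 100% = acetylcholine at EC100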
CHRM5 antagonist – CHRM5 antagonism in calcium assay | P08912 | CHO-hM5 cells, Fluo-8 calcium fluorescence, ACh EC80 | inhibition, % at 3 µM | 360,000 tested, 0.59% active | AID 624040;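 active = inhibition above a per-plate cutoff, the mean of that plate's test compounds plus 3 SD, cut at about 27% in these data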;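 note: 0% = acetylcholine EC80 with DMSO and 100% = DMSO without agonist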
* hit, by the source's call. Only part of the results is shown. The share of hits here may be higher or lower than overall.

Screening Cn1c(=Nc2ccccc2)sc2ccccc21 returned CHRM1 antagonist 5, CHRM1 PAM -4, M5 ag 3, M5 PAM -3, M1 ag -3, TAAR1 ag 13, M4 antag 1, CHRM4 agonist -1 and CHRM5 antagonist -3.
Cc1ccc(NC(=O)c2ccc(S(=O)(=O)N3CCCCC3)cc2)nc1 was read as CHRM1 antagonist -5, CHRM1 PAM 3, M5 ag 0, M5 PAM -2, M1 ag -5, TAAR1 ag 1, M4 antag 4, CHRM4 agonist 4 and CHRM5 antagonist 14.
For CCOC(=O)N1CCN(C(=O)Cn2c(C)cc3ccccc3c2=O)CC1 the results were CHRM1 antagonist -20, CHRM1 PAM 2, M5 ag 0, M5 PAM 2, M1 ag -3, TAAR1 ag 7, M4 antag -2, CHRM4 agonist -1 and CHRM5 antagonist -3.
COc1ccc(CN=Cc2c(C(=O)O)[nH]c3ccccc23)cc1 was read as CHRM1 antagonist -14, CHRM1 PAM 11, M5 ag 0, M5 PAM 7, M1 ag -2, TAAR1 ag 9, M4 antag 0, CHRM4 agonist 2 and CHRM5 antagonist 3.
`CCOc1ccc2nc(SCC(=O)c3ccccc3)sc2c1` gave CHRM1 antagonist -1, CHRM1 PAM -8, M5 ag 2, M5 PAM -12, M1 ag -1, TAAR1 ag 6, M4 antag -7, CHRM4 agonist 0 and CHRM5 antagonist 0.
Screening CN(Cc1ccccc1)C(=O)c1ccccc1-c1ccccc1 returned CHRM1 antagonist 8, CHRM1 PAM 3, M5 ag 0, M5 PAM 8, M1 ag -5, TAAR1 ag -1, M4 antag -6, CHRM4 agonist 0 and CHRM5 antagonist -2.
O=C(O)CCc1nc2cc(Cl)ccc2n(Cc2ccccc2)c1=O was read as CHRM1 antagonist -13, CHRM1 PAM 11, M5 ag -1, M5 PAM 1, M1 ag -2, TAAR1 ag 0, M4 antag 2, CHRM4 agonist 0 and CHRM5 antagonist 7.
For CCCCCCCN1C(N(C)C)=NC[C@@H]1Cc1ccccc1 the results were CHRM1 antagonist 29, CHRM1 PAM -27, M5 ag -11, M5 PAM -2, M1 ag -12, TAAR1 ag 5, M4 antag 32*, CHRM4 agonist 3 and CHRM5 antagonist 9.
For Cc1ccc(CNc2oc(-c3ccco3)nc2C#N)cc1 the results were CHRM1 antagonist -8, CHRM1 PAM 6, M5 ag -7, M5 PAM -2, M1 ag -9, TAAR1 ag 0, M4 antag 6, CHRM4 agonist -2 and CHRM5 antagonist -2.
Screening Cc1ccc(C(=O)NCCCN2CCOCC2)cc1 returned CHRM1 antagonist -4, CHRM1 PAM 1, M5 ag -1, M5 PAM 3, M1 ag 0, TAAR1 ag 0, M4 antag -2, CHRM4 agonist 0 and CHRM5 antagonist -4.
`N#Cc1c(-c2ccc(F)cc2)c2c([nH]c1=O)-c1ccccc1OC2` gave CHRM1 antagonist -8, CHRM1 PAM 6, M5 ag -1, M5 PAM 9, M1 ag -4, TAAR1 ag 0, M4 antag 18, CHRM4 agonist 0 and CHRM5 antagonist 5.
Screening CC1CN(S(=O)(=O)c2cccc(C(=O)NCCc3ccc(S(N)(=O)=O)cc3)c2)CC(C)O1 (stereo unspecified) returned CHRM1 antagonist -6, CHRM1 PAM 2, M5 ag 2, M5 PAM -2, M1 ag -1, TAAR1 ag 2, M4 antag -4, CHRM4 agonist 7 and CHRM5 antagonist 2.
CCN(CC)S(=O)(=O)c1ccc(N2CCN(C)CC2)c(NC(=O)Nc2ccc(C)cc2)c1 was read as CHRM1 antagonist -6, CHRM1 PAM 5, M5 ag -1, M5 PAM -4, M1 ag -3, TAAR1 ag 9, M4 antag -5, CHRM4 agonist 6 and CHRM5 antagonist 7.
O=C(NCCCN1CCCC1=O)c1cc(S(=O)(=O)N2CCOCC2)ccc1Cl was read as CHRM1 antagonist 1, CHRM1 PAM -2, M5 ag -3, M5 PAM -3, M1 ag -1, TAAR1 ag 2, M4 antag -5, CHRM4 agonist 1 and CHRM5 antagonist 3.
`CC(=O)Nc1ccc(C(=O)N(C2=NC(C)CS2)c2ccc(Cl)cc2)cc1` (stereo unspecified) gave CHRM1 antagonist -5, CHRM1 PAM 3, M5 ag -3, M5 PAM 4, M1 ag -5, TAAR1 ag 4, M4 antag 0, CHRM4 agonist 4 and CHRM5 antagonist -8.
Screening COc1ccccc1NC(=O)c1ccc(NC(=O)COC(=O)C(C)C)cc1 returned CHRM1 antagonist -8, CHRM1 PAM -3, M5 ag 4, M5 PAM -2, M1 ag -4, TAAR1 ag 2, M4 antag -2, CHRM4 agonist 4 and CHRM5 antagonist -2.
For Cc1ccnc(N2CCCC(C(=O)Nc3ccc(C)c(C)c3)C2)n1 (stereo unspecified) the results were CHRM1 antagonist -3, CHRM1 PAM 3, M5 ag -6, M5 PAM -2, M1 ag -11, TAAR1 ag 2, M4 antag 3, CHRM4 agonist 2 and CHRM5 antagonist 8.
`CCOc1ccc(NC(=O)CN(C)C(=O)CC2OC(=O)c3ccccc32)cc1OCC` (stereo unspecified) gave CHRM1 antagonist -6, CHRM1 PAM 3, M5 ag 1, M5 PAM -4, M1 ag -3, TAAR1 ag -1, M4 antag -7, CHRM4 agonist 1 and CHRM5 antagonist 5.
For CCCCN1CC(=O)N2[C@H]3c4cc(Br)ccc4OC[C@@H]3[C@H](C(=O)OCC)[C@]2(C)C1=O the results were CHRM1 antagonist -23, CHRM1 PAM 11, M5 ag -1, M5 PAM -6, M1 ag -1, TAAR1 ag 14, M4 antag 1, CHRM4 agonist 3 and CHRM5 antagonist 1.
For CCC(=O)Nc1nn(CC(C)C)c2nc3ccc(C)cc3cc12 the results were CHRM1 antagonist 6, CHRM1 PAM -6, M5 ag 0, M5 PAM -10, M1 ag -5, TAAR1 ag -1, M4 antag 8, CHRM4 agonist 20 and CHRM5 antagonist 9.

A run of entries of the results above:
`N#Cc1c(-c2ccc(F)cc2)c2c([nH]c1=O)-c1ccccc1OC2` gave CHRM1 antagonist -8, CHRM1 PAM 6, M5 ag -1, M5 PAM 9, M1 ag -4, TAAR1 ag 0, M4 antag 18, CHRM4 agonist 0 and CHRM5 antagonist 5.
Screening CC1CN(S(=O)(=O)c2cccc(C(=O)NCCc3ccc(S(N)(=O)=O)cc3)c2)CC(C)O1 (stereo unspecified) returned CHRM1 antagonist -6, CHRM1 PAM 2, M5 ag 2, M5 PAM -2, M1 ag -1, TAAR1 ag 2, M4 antag -4, CHRM4 agonist 7 and CHRM5 antagonist 2.
CCN(CC)S(=O)(=O)c1ccc(N2CCN(C)CC2)c(NC(=O)Nc2ccc(C)cc2)c1 was read as CHRM1 antagonist -6, CHRM1 PAM 5, M5 ag -1, M5 PAM -4, M1 ag -3, TAAR1 ag 9, M4 antag -5, CHRM4 agonist 6 and CHRM5 antagonist 7.

(listing goes on)
For COc1cccc(NC(=O)CN(C)C(=O)c2c(C)nn(-c3ccccc3)c2Cl)c1 the results were CHRM1 antagonist -11, CHRM1 PAM 8, M5 ag 7, M5 PAM 5, M1 ag -2, TAAR1 ag 5, M4 antag -20, CHRM4 agonist 2 and CHRM5 antagonist -7.
Screening C[C@H](NC(=O)c1ccc2ccccc2c1)C(=O)N1CCC2(CC1)NCCc1[nH]cnc12 returned CHRM1 antagonist 9, CHRM1 PAM -5, M5 ag -4, M5 PAM -1, M1 ag -5, TAAR1 ag 2, M4 antag 1, CHRM4 agonist 1 and CHRM5 antagonist 3.
CC1=C(C(=O)N(C(C)C)C(C)C)CC(CC(=O)NCCCN(C)C)C(=O)N1Cc1ccc(C(C)(C)C)cc1 (stereo unspecified) was read as CHRM1 antagonist -15, CHRM1 PAM -4, M5 ag 0, M5 PAM 0, M1 ag -7, TAAR1 ag 0, M4 antag 1, CHRM4 agonist 0 and CHRM5 antagonist -3.
`Cc1ccc(Cl)cc1N1CCN(S(=O)(=O)c2ccc3c(c2)CC(=O)N3C)CC1` gave CHRM1 antagonist 3, CHRM1 PAM -4, M5 ag -3, M5 PAM -8, M1 ag -2, TAAR1 ag -1, M4 antag 3, CHRM4 agonist 2 and CHRM5 antagonist 12.
O=C(Nn1c(SCc2ccccc2F)nc2ccsc2c1=O)c1ccccc1 was read as CHRM1 antagonist 13, CHRM1 PAM -3, M5 ag -5, M5 PAM -9, M1 ag -6, TAAR1 ag 2, M4 antag -7, CHRM4 agonist -1 and CHRM5 antagonist 4.
Screening Cc1nc2ccc(S(=O)(=O)NC(C(=O)N3CCCCCC3)C(C)C)cc2s1 (stereo unspecified) returned CHRM1 antagonist -11, CHRM1 PAM 5, M5 ag 1, M5 PAM -11, M1 ag -2, TAAR1 ag 2, M4 antag -5, CHRM4 agonist 1 and CHRM5 antagonist 2.
`Cc1cccc(/C=C2\Sc3ccc(C(=O)NCC4CCCO4)cc3N(C)C2=O)c1` (stereo unspecified) gave CHRM1 antagonist -13, CHRM1 PAM 12, M5 ag -6, M5 PAM -1, M1 ag -2, TAAR1 ag 1, M4 antag -2, CHRM4 agonist 9 and CHRM5 antagonist 0.
`COc1ccc(CCNC(=O)c2nnn(CC(=O)Nc3ccccc3C)c2N)cc1OC` gave CHRM1 antagonist -15, CHRM1 PAM 13, M5 ag 4, M5 PAM 7, M1 ag 2, TAAR1 ag 11, M4 antag -1, CHRM4 agonist -1 and CHRM5 antagonist -5.
`Nc1nc2ccccc2nc1N1CCCC1` gave CHRM1 antagonist -6, CHRM1 PAM 4, M5 ag -3, M5 PAM 5, M1 ag -7, TAAR1 ag 6, M4 antag 2, CHRM4 agonist 2 and CHRM5 antagonist -6.
Screening COc1ccccc1N1C(=O)C2C(c3ccc(F)cc3)NN(C(=O)c3ccc(C)cc3)C2C1=O (stereo unspecified) returned CHRM1 antagonist -4, CHRM1 PAM 9, M5 ag -3, M5 PAM 5, M1 ag -2, TAAR1 ag 0, M4 antag -9, CHRM4 agonist 1 and CHRM5 antagonist -2.
`COc1cccc(OC)c1C(=O)OCC(=O)N(c1ccccc1)C1CCCCC1` gave CHRM1 antagonist 1, CHRM1 PAM 7, M5 ag 7, M5 PAM 2, M1 ag 5, TAAR1 ag 36, M4 antag -7, CHRM4 agonist 3 and CHRM5 antagonist 0.
`COc1ccccc1CCNC(=O)CCn1nc(C)c2c(C)n(-c3ccccc3)nc2c1=O` gave CHRM1 antagonist 6, CHRM1 PAM 3, M5 ag -6, M5 PAM 1, M1 ag -5, TAAR1 ag 58*, M4 antag -4, CHRM4 agonist 1 and CHRM5 antagonist -6.
CC1(c2ccccc2Cl)NC(=O)N(CC(=O)N2c3ccccc3NC(=O)C2(C)C)C1=O (stereo unspecified) was read as CHRM1 antagonist -5, CHRM1 PAM 14, M5 ag 3, M5 PAM -8, M1 ag -2, TAAR1 ag 3, M4 antag -16, CHRM4 agonist 2 and CHRM5 antagonist 3.
For Cc1[nH]c(=O)[nH]c(=O)c1S(=O)(=O)Nc1cccc(C(F)(F)F)c1 the results were CHRM1 antagonist -8, CHRM1 PAM 8, M5 ag -1, M5 PAM 1, M1 ag 1, TAAR1 ag 0, M4 antag 8, CHRM4 agonist 4 and CHRM5 antagonist 4.
Screening CC(C)(C)C(=O)O/N=C1/C(=O)N(c2ccccc2)c2ccccc21 returned CHRM1 antagonist -3, CHRM1 PAM 3, M5 ag 1, M5 PAM 3, M1 ag -3, TAAR1 ag 1, M4 antag 5, CHRM4 agonist 0 and CHRM5 antagonist 2.

From PubChem
